# Assay outcomes as filed in PubChem.
# MEKK2 WT-MEK5: raises or lowers MEK5 binding to wildtype human MEKK2 PB1 domain; Q9Y2U5; AID 1531; 290,000 tested, 1.1% active; bead flow cytometry, Alexa488-MEK5 binding to MEKK2 WT; actives lie on both sides; binding response (% of control), % at 10 µM; in the data active = binding response below about 67% or above about 130%
# NALP1 inh: blocks the NALP1 inflammasome reconstituted in yeast | S. cerevisiae NALP1/ASC/caspase-1 growth, X-gal OD620, 72 h | inhibition, % at 10 µM | 280,000 tested, 0.61% active | AID 2071; in the data active = inhibition mostly above about 24%, no sharp cut-off; inactive = mostly below about 32%; also: some compounds called inactive have numbers as strong as hits
# IMP-1 inhibitor: blocks Pseudomonas aeruginosa IMP-1 metallo-beta-lactamase | purified IMP-1, nitrocefin hydrolysis, epi-absorbance fluorescence | inhibition, % at 5.6 µM | 290,000 tested, 0.45% active;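 active = inhibition above the mean plus 3 SD of all compounds in the same screening run, cut at about 4.5% in these data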;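 also: 0% = IMP-1 with DMSO and 100% = DMSO wells lacking enzyme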
#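 System: Purified IMP-1 | Read-out basis: Percent enzyme inhibition | Controls: IMP-1 with DMSO as 0%, enzyme-free DMSO as 100% | Replicates: One well per compound | Doses: 5.6 µM nominal single concentration | Detection: Epi-absorbance fluorescence, 480 nm excitation, 530 nm emission | Incubation: 25 °C, 15 min preincubation, 25 min reaction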
# VIM-2 inh: blocks Pseudomonas aeruginosa VIM-2 metallo-beta-lactamase | purified VIM-2, nitrocefin hydrolysis, epi-absorbance fluorescence | inhibition, % at 5.6 µM | 290,000 tested, 0.89% active | AID 1527;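 active = inhibition above the mean of all tested compounds plus 3 SD, cutoff set per screening run, cut at about 7.5% in these data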;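 also: red hydrolysis product quenches plate fluorescence so inhibitors raise well fluorescence; 0% = enzyme with DMSO and 100% = DMSO without enzyme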
# MEKK2 mut-MEK5: signal of MEK5 binding to mutant human MEKK2 PB1 domain; bead flow cytometry, Alexa488-MEK5 binding to MEKK2 mutant; percent response, % at 10 µM; 290,000 tested, 0.35% active; AID 1530; in the data active = percent response above about 24%, passing the limit was not always enough; also: inactives centre near 1; some results filed as inactive read as strong as hits
# DNA FID counter: displaces DNA intercalator in HCV helicase counter-screen. DNA fluorescent intercalator displacement, fluorescence. inhibition, % at 7.9 µM. 290,000 tested, 0.17% active. AID 1845; in the data active = inhibition above about 37%;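 also: 0% = vehicle and 100% = reference compound; higher means more ethidium bromide displaced from hairpin DNA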
# M18AAP inhibitor: PfM18AAP enzyme inhibition. recombinant PfM18AAP, H-Glu-NHMec fluorogenic cleavage. inhibition, % at 7.35 µM. 290,000 tested, 1.2% active. AID 1822;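 active = inhibition above the campaign mean inhibition over all tested compounds plus 3 SD, cut at about 28% in these data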;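 also: 0% = plate median of test compound wells and 100% = 2 mM ZnCl2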
# SUMO HTRF inh: blocks human SUMOylation mediated by UBC9; P63279; HTRF SUMOylation assay, SAE1/SAE2 + UBC9, in vitro; inhibition, % at 35 µM; 290,000 tested, 0.36% active; AID 2006; in the data active = inhibition above about 50%, passing the limit was not always enough; also: strong numbers were not always called active
# Target sequence (P63279 whole entry, looked up): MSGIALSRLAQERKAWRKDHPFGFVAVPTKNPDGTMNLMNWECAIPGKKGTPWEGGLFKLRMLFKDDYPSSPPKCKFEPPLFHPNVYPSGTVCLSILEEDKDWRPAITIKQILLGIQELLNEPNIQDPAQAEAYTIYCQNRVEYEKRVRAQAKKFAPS
# NS3 helicase inh: blocks Hepatitis C virus NS3 helicase unwinding; inhibition, % at 10.9 µM; AID 1800; 290,000 tested, 0.56% active; NS3 helicase DNA unwinding, Cy5 molecular beacon fluorescence;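 active = inhibition above the mean of all tested compounds plus 3 SD, set per campaign, cut at about 35% in these data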;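 also: 0% = DMSO wells and 100% = thioflavine S control wells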
#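 Compound dosing – single dose, 10.9 µM nominal final, DMSO 0.8% final · System – NS3 helicase fragment of HCV · Buffer or medium – MOPS pH 6.5, MgCl2, DTT, Tween20, BSA · Signal – Cy5 beacon fluorescence read at start and 1 h · Also added – annealed dual-labelled DNA beacon duplex, ATP-started · Schedule – 1 h at 25 °C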
# * marks the source's active call; other numbers are inactive results; x = not tested or not shown.
SMILES,MEKK2 WT-MEK5,NALP1 inh,IMP-1 inhibitor,VIM-2 inh,MEKK2 mut-MEK5,DNA FID counter,M18AAP inhibitor,SUMO HTRF inh,NS3 helicase inh
COc1ccccc1NC(=S)N(Cc1ccc(Cl)cc1)CC1CCC(C(=O)O)CC1 (stereo not drawn),95,-10,-2.4,-3.6,-4,-40,-2,10,18
CCOC(=O)c1sc(NC(=O)Cn2nnc3sc4c(c3c2=O)CCCC4)nc1C,81,6,-2.9,-9.6,-6,-3,-7,-11,6
CC1CCCCC1NC(=O)COC(=O)c1ccccc1NC(=O)c1ccco1 (stereo not drawn),105,0,-0.6,-0.8,6,-7,3,10,9
O=C1/C(=C/c2cccnc2)CCC/C1=C\c1cccnc1,99,78*,-1.4,0.6,-1,-9,-5,-1,-1
Cc1cc(C)nc(SCC(=O)N(C)C)n1,100,2,-2.6,0.9,-2,0,-14,6,-4
COc1cccc(O)c1CN1CCC(n2nccc2NC(=O)c2ccc3c(c2)OCO3)CC1,121,35,-3.9,-1.3,11,4,3,-3,-28
COc1ccc(-c2c[n+]3c(n2-c2ccccc2)SCC3)cc1OC,101,-4,-0.6,0.9,-4,-1,-1,15,7
COc1ccc(C2CCCN2C(=O)Nc2ccccc2)cc1OC (stereo not drawn),99,6,-3.9,-2.3,10,-15,6,4,6
O=C(/C=C/c1ccc(Cl)cc1)NC(=S)Nc1ccc(C(=O)O)cc1,104,3,1.4,-4.5,10,-15,5,25,31
O=S1(=O)CCO[C@H]2Cc3ccccc3[C@H]2N1Cc1ccccc1Br,100,15,-0.5,-0.9,-4,-28,-2,8,4
Cc1cc(C)c2nc(-c3ccccn3)cc(C(=O)NCc3ccco3)c2c1,101,9,-3.2,-1.6,5,-19,4,37,19
O=C(Nc1ccccc1N1CCCCC1)c1ccco1,102,9,-2.9,-1.1,-1,-16,2,10,2
COc1ccc(OC)c(C2C3=C(CCCC3=O)NC3=C2C(=O)CCC3)c1,104,-1,-0.2,0.9,6,-2,4,-20,-3
COC(=O)C1=C(C)NC(=O)NC1c1ccccc1 (stereo not drawn),109,2,-1.8,-2.8,9,-8,8,8,20
CCOC(=O)c1cnc2nc(COc3ccccc3)[nH]n2c1=O,94,0,-5.8,-6.4,1,-5,3,28,-6
Cc1ccc(C(=O)c2sc(Nc3ccccc3)c(C#N)c2N)cc1,99,19,-3.2,0.1,-1,-5,5,0,4
COc1cc(NS(=O)(=O)c2ccc(NC(=S)NC(=O)c3cccs3)cc2)nc(OC)n1,111,26,-1.4,-6.9,0,-25,2,19,16
COc1ccc(N2CCN(Cc3nc4scc(-c5ccccc5)c4c(=O)[nH]3)CC2)cc1,97,32,-2.9,-1.0,-2,-12,-6,-3,-10
CNS(=O)(=O)c1cn(CC(=O)NCc2ccccc2OC)cc1S(=O)(=O)NC,104,-5,-0.7,2.1,2,-3,-3,-4,-14
COc1ccc(NC(=O)C(NC(C)=O)C(=O)Nc2ccc(F)cc2)cc1 (stereo not drawn),104,16,-1.1,-1.6,-1,-2,0,-2,3

# 4 structures from above, sorted by heavy-atom count, descending.
SMILES,MEKK2 WT-MEK5,NALP1 inh,IMP-1 inhibitor,VIM-2 inh,MEKK2 mut-MEK5,DNA FID counter,M18AAP inhibitor,SUMO HTRF inh,NS3 helicase inh
O=S1(=O)CCO[C@H]2Cc3ccccc3[C@H]2N1Cc1ccccc1Br,100,15,-0.5,-0.9,-4,-28,-2,8,4
CCOC(=O)c1cnc2nc(COc3ccccc3)[nH]n2c1=O,94,0,-5.8,-6.4,1,-5,3,28,-6
O=C1/C(=C/c2cccnc2)CCC/C1=C\c1cccnc1,99,78*,-1.4,0.6,-1,-9,-5,-1,-1
COC(=O)C1=C(C)NC(=O)NC1c1ccccc1 (stereo not drawn),109,2,-1.8,-2.8,9,-8,8,8,20

# Copied from the list:
# IMP-1 inhibitor, COc1ccc(NC(=O)C(NC(C)=O)C(=O)Nc2ccc(F)cc2)cc1 (stereo not drawn) reads -1.1
# MEKK2 mut-MEK5, O=C(/C=C/c1ccc(Cl)cc1)NC(=S)Nc1ccc(C(=O)O)cc1 reads 10
# M18AAP inhibitor, COc1ccccc1NC(=S)N(Cc1ccc(Cl)cc1)CC1CCC(C(=O)O)CC1 (stereo not drawn) reads -2

# Other compounds follow:
SMILES,MEKK2 WT-MEK5,NALP1 inh,IMP-1 inhibitor,VIM-2 inh,MEKK2 mut-MEK5,DNA FID counter,M18AAP inhibitor,SUMO HTRF inh,NS3 helicase inh
Cc1ccc(OCC(=O)N2CCCCCC2)c(C)c1,100,8,-6.7,-2.7,-2,-15,-11,9,4
O=C(COc1ccc([N+](=O)[O-])cc1)Nc1ccc2c(c1)OCO2,106,20,-2.6,-2.3,11,3,3,-9,-1
CCOc1ccc(N(CC(=O)N2CCCCCC2)S(C)(=O)=O)cc1,98,x,-5.1,-0.5,2,-12,-9,2,-5
O=C(NCCN1CCCC1)c1ccc2c(=O)n(CCc3ccccc3)c(=O)[nH]c2c1,129,-6,-4.5,-3.1,9,19,0,22,-27
O=c1c2ccccc2nc2n1CCN2,90,7,-2.0,-1.6,-10,0,3,-10,1
Cc1ccc(NC(=O)c2sc3ncnc(N4CCN(c5ccccn5)CC4)c3c2C)c(C)c1,101,15,-4.0,-2.9,0,-37,2,-3,-6
CC(CN1CCN(C)CC1)OC(=O)c1cccc(F)c1 (stereo not drawn),103,8,0.2,-0.8,1,2,-2,-9,-2
Cc1ccc(C(=O)NNC(=O)CCCN2C(=O)/C(=C/c3ccccc3Cl)SC2=S)cc1,96,20,-2.7,-4.5,-1,-4,-13,0,7
CCN1CCN(c2ncnc3sc(C)c(-c4ccccc4)c23)CC1,106,17,-0.1,0.0,-1,5,-1,20,-2
O=S(=O)(c1ccccc1)N1CCN(c2ccnc3cc(Cl)ccc23)CC1,99,19,-2.3,6.0,-1,-13,-5,16,-7
O=C(Nc1cccnc1)c1ccc(Oc2ccccc2)cc1,93,x,0.8,-4.5,-2,-12,3,-8,-6
O=c1[nH]c(-c2ccc(F)cc2)nc2c1sc(=S)n2-c1ccccc1,102,26,-3.7,-1.3,6,4,-2,6,21
Cc1nc2ccccc2c2c1C(=O)N(C(C)C)C2=O,100,-8,0.1,-1.5,-1,-2,0,5,7
CC(C)c1ccc(-c2nnn(Cc3nc4ccccc4s3)n2)cc1,99,21,-2.8,-3.3,-2,-3,2,-32,0
COCCOC(=O)c1c(C)oc2cc(Br)c(OCC(N)=O)cc12,109,33,-3.2,-1.6,0,-6,2,3,-2
Cc1ccc(OCC(=O)N2CCN(S(=O)(=O)c3ccc(Cl)cc3)CC2)c([N+](=O)[O-])n1,102,28,-2.4,-0.8,4,1,-3,9,12
CN(C)c1ccc(/C=N/n2c(-c3ccccc3Br)n[nH]c2=S)cc1,100,x,-5.2,-1.6,-14,-10,20,-22,6
Cc1cc(C)cc(NC(=O)C(c2ccccc2)N2CCCC2)c1 (stereo not drawn),96,18,-1.6,-3.7,-2,7,1,11,-5
COc1ccc(NC(=O)c2ccc([N+](=O)[O-])o2)cc1,103,-6,-5.1,-2.0,4,1,-3,4,-3
CCN(CC)S(=O)(=O)c1ccc(C(=O)OCn2c(SC)nnc(C)c2=O)cc1,93,33,-1.6,0.2,-4,-12,-13,18,-2
O=C(CSc1nc2ccccc2c(=O)n1CCCN1CCOCC1)Nc1cccc(S(=O)(=O)N2CCCCCC2)c1,119,19,-2.9,-3.8,0,4,4,-3,-80
CCNC(=O)CC1C(=O)N(c2ccc(F)cc2)C(=O)N1CCc1sccc1C (stereo not drawn),97,-48,-1.9,-2.7,-4,-2,6,5,-3
O=C(NC(=S)N1CCN(C2CCCCC2)CC1)c1ccccc1,100,-8,-3.8,-3.9,-4,-5,3,8,5
Clc1ccc2oc(-c3ccccn3)nc2c1,104,24,-2.0,-0.6,-1,-5,-2,6,-4
Cc1ncc([N+](=O)[O-])n1CCOC(=O)c1ccccc1,113,5,-0.8,-1.8,10,3,0,-7,-3
O=C(Nc1nc(-c2ccccn2)cs1)C1COc2ccccc2O1 (stereo not drawn),109,11,-2.5,-1.1,5,-9,0,-158,1
O=C(NCc1ccccn1)c1cc(-c2ccccc2)on1,x,8,-4.2,-2.7,x,-8,-6,21,6
COc1ccc(-c2noc(CCC(=O)N3CCC(C)CC3)n2)cc1,101,52,-4.5,-1.9,3,-20,4,9,-2
Cc1ccc(C)c(-n2cc(CNC(C)Cn3cncn3)c(-c3ccccc3)n2)c1 (stereo not drawn),105,-11,-4.3,-3.0,5,-1,0,11,-7
COC(=O)CN1C(=O)N/C(=C/c2cc(Cl)c(OC)c(OC)c2)C1=O,80,2,0.7,-1.8,-13,0,-1,12,-9
CN1CCN(C(=O)c2cc(COc3ccc(F)cc3Cl)on2)CC1c1ccccc1 (stereo not drawn),108,-6,-1.8,-1.5,6,-14,6,-13,-9
COc1ccc(CNC(=O)Cn2c(=O)n(CCC(=O)N3CCCCC3)c(=O)c3sccc32)cc1,106,10,-1.9,-0.3,3,-35,-5,16,-5
CCCCCc1nnc(N)s1,105,1,-2.3,-1.7,5,3,-2,13,1
CCC(c1nnnn1Cc1ccc2c(c1)OCO2)N1CCN(c2ccc(OC)cc2)CC1 (stereo not drawn),85,6,-1.9,-0.5,-1,-26,-3,-12,-6
Cc1ccc(N(CC(=O)N/N=C/c2cccnc2)S(=O)(=O)c2ccccc2)cc1,98,7,-0.3,-0.4,-3,-22,0,19,-18
O=C(c1ccco1)N1CCN(C(=S)Nc2ccccc2C(F)(F)F)CC1,96,12,1.6,0.8,-2,-13,5,5,12
CC(C)Sc1nc2c(c(=O)[nH]c(=O)n2C)n1CC(O)COc1ccccc1 (stereo not drawn),108,13,-0.4,-2.6,7,-20,-3,3,-1
O=C(CSc1nnc(CNc2ccc(F)cc2)n1Cc1ccco1)N1CCCC1,108,12,-3.5,-0.7,5,-12,2,-5,-5
COc1ccc(-c2cc(-c3cccnc3)c(C#N)c(N)n2)cc1,94,x,-1.5,-3.7,-5,-2,-1,-47,-4
CCN(Cc1ccccc1)C(=O)Cn1c(=O)oc2ccccc21,108,-8,-3.4,-3.0,0,-6,2,4,2
CCN(CC)C(=O)CSc1nc(N)c(C#N)c(-c2cccs2)c1C#N,103,5,-1.6,-0.5,6,-5,1,-2,-2
COCCNc1nc2c(c(=O)n(C)c(=O)n2C)n1Cc1cccc(C(F)(F)F)c1,103,x,-5.2,-3.3,0,-24,0,-19,1
OCc1nc2ccccc2n1CC(O)COc1ccccc1 (stereo not drawn),105,-52,-0.8,-3.8,2,-5,-7,21,6
CC(C)NC(=O)CN(C)S(=O)(=O)c1ccc(F)cc1,100,0,-3.7,-0.7,-1,-2,-1,4,3
COc1ccc(/C=C/C(=O)NCCc2ccc(OC)c(OC)c2)cc1,110,10,-4.7,-4.3,3,-20,-3,2,9
O=C(Nc1ccccc1C(=O)Nc1ccccc1C(=O)O)c1ccccc1,99,9,-3.7,-1.6,12,2,-13,23,-21
O=C(COC(=O)C1CC1)Nc1ccc2[nH]c(=O)[nH]c2c1,96,-7,-2.5,-2.8,-2,-5,-6,12,5
